PAFAH1B3 inh – blocks human PAF acetylhydrolase 1B catalytic subunit 3. inhibition, % at 3.39 µM. recombinant PAFAH1B3, FP-rhodamine probe, fluorescence polarization. AID 492972. Q15102. 0.28% of 340,000 active;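 active means inhibition above the screen-wide average of all tested compounds plus 3 SD, cut at about 25% in these data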;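 further: 0% = enzyme with DMSO only and 100% = wells lacking PAFAH1B3 protein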
LYPLA2 counter – counter-screen for PME1 inhibitors: inhibitors of human LYPLA2; O95372; recombinant LYPLA2, FP-Rh probe fluorescence polarization; inhibition, % at 5.9 µM; 0.38% of 320,000 active;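 active means inhibition above the screen-wide mean plus 3 SD, limit set per campaign, cut at about 26% in these data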;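 further: 0% = LYPLA2 with DMSO and 100% = wells lacking LYPLA2 enzyme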
ZTA DNA inh – counter-screen for EBNA-1 inhibitors: inhibitors of Epstein-Barr virus ZTA; ZTA-DNA binding, fluorescence polarization; inhibition, % at 11 µM; 0.15% of 320,000 active; AID 2234; P03206; in the data active means inhibition above about 33%
Target sequence (P03206 whole entry, looked up): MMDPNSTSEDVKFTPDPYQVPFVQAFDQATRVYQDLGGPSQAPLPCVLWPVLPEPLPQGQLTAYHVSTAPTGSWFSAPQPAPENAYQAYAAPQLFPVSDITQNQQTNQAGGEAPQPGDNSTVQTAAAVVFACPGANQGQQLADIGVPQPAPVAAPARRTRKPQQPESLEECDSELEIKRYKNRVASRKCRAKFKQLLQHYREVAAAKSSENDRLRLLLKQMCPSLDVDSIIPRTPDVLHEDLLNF
PAD4 inh – blocks human protein arginine deiminase 4; inhibition, % at 6.36 µM; AID 485272; recombinant PAD4, RCA probe fluorescence polarization; Q9UM07; 0.41% of 330,000 active;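 active means percent inhibition above a cutoff equal to the mean of all tested compounds plus 3 SD, cut at about 15% in these data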;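 further: 0% = PAD4 with RCA probe and DMSO and 100% = probe without PAD4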
Target sequence (Q9UM07 whole entry, looked up): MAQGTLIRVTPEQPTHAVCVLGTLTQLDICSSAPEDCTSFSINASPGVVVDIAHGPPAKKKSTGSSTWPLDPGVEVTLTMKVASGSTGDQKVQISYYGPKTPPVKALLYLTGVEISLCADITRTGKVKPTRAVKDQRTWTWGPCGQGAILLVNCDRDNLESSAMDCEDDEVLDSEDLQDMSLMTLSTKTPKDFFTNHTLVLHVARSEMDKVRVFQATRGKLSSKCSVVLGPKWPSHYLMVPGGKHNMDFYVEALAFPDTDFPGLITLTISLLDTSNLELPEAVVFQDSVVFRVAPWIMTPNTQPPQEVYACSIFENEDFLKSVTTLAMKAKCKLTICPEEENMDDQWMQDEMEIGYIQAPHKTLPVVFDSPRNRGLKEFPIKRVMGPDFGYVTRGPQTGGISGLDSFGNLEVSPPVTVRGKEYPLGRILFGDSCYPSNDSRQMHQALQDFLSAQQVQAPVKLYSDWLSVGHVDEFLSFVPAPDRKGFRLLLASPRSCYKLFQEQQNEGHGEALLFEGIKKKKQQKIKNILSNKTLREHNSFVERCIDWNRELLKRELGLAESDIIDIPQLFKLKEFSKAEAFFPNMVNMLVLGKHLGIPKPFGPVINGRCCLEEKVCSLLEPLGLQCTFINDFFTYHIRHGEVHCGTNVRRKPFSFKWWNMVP
EBNA-1 inhibitor – blocks EBNA-1 binding to DNA; EBNA-1 DNA binding, fluorescence polarization; inhibition, % at 14.8 µM; 0.34% of 300,000 active; in the data active means inhibition above about 28%
GSTO1 counter – blocks human GSTO1 in RBBP9 counter-screen; AID 1974; recombinant GSTO1, activity-based probe fluorescence polarization; 1.1% of 300,000 active; P78417; inhibition, % at 5.96 µM;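 active means inhibition above the campaign mean inhibition plus 3 SD, cut at about 35% in these data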;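 further: 0% = GSTO1-1 with DMSO and 100% = wells lacking GSTO1-1 enzyme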
PREPL inhibitor – human PREPL enzyme inhibition | Q4J6C6 | recombinant PREPL, fluorescence polarization activity-based probe | inhibition, % at 5.96 µM | 0.68% of 320,000 active; in the data active means inhibition above about 43%;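 further: 0% = enzyme with DMSO and 100% = wells lacking enzyme; many of its hits are not listed in these tables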
PAFAH2 FP inh – inhibitors of human PAFAH2. inhibition, % at 3.39 µM. 0.99% of 340,000 active. AID 492956. Q99487. recombinant PAFAH2, FP-rhodamine activity probe, fluorescence polarization;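 active means inhibition above the mean over all tested compounds plus 3 SD, cut at about 30% in these data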;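 further: inhibitors block probe labeling of enzyme so polarization drops; 0% = enzyme with DMSO and 100% = wells lacking PAFAH2 protein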
LYPLA1 counter – counter-screen for PME1 inhibitors: inhibitors of human LYPLA1; O75608; recombinant LYPLA1, FP-Rh probe fluorescence polarization; 0.16% of 320,000 active; AID 2174; inhibition, % at 5.9 µM;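 active means inhibition above the mean of all tested compounds plus 3 SD, set per campaign, cut at about 14% in these data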;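 further: inhibitors block serine hydrolase probe labeling of LYPLA1 so polarization falls; 0% = enzyme with DMSO and 100% = wells lacking LYPLA1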
Starred values were filed as active, the others as inactive.

Screening C=CC[C@@H](CC(=O)NCCO)C(=O)NC[C@H](OC(=O)[C@@H](CC=C)CC(=O)OC(C)(C)C)c1ccccc1 returned PAFAH1B3 inh -2, PAD4 inh 1, PREPL inhibitor 6 and PAFAH2 FP inh -2.
COc1ccccc1-c1ccc(/C=N/O)o1 was read as LYPLA2 counter -5, ZTA DNA inh -5, PAD4 inh -1, EBNA-1 inhibitor 2, GSTO1 counter 5, PREPL inhibitor -7 and LYPLA1 counter -2.
CC1CCC/C(=N\NC(=O)c2ccncc2)C1 (stereo not drawn) was read as PAFAH1B3 inh -1, LYPLA2 counter 1, ZTA DNA inh -19, PAD4 inh 2, EBNA-1 inhibitor -7, GSTO1 counter 5, PREPL inhibitor 11, PAFAH2 FP inh -3 and LYPLA1 counter -2.
Screening COc1ccc2oc(C(=O)N3CCN(c4ncccn4)CC3)c(C)c2c1 returned PAFAH1B3 inh 6, LYPLA2 counter 1, ZTA DNA inh 23, PAD4 inh -1, EBNA-1 inhibitor 11, GSTO1 counter -4, PREPL inhibitor 10, PAFAH2 FP inh 2 and LYPLA1 counter -1.
`COc1ccccc1/C=N\Nc1cn[nH]c(=O)c1Cl` gave PAFAH1B3 inh 4, LYPLA2 counter -2, ZTA DNA inh 3, PAD4 inh 1, EBNA-1 inhibitor -6, GSTO1 counter -1, PREPL inhibitor -5, PAFAH2 FP inh 5 and LYPLA1 counter -4.
Screening Cc1ccc(-n2nc(C)c3c(=O)[nH]c(C(F)(F)F)nc32)cc1 returned LYPLA2 counter -2, ZTA DNA inh 9, PAD4 inh -3, EBNA-1 inhibitor -2, GSTO1 counter 5, PREPL inhibitor -4 and LYPLA1 counter -2.
Screening COc1ccccc1CCNC(=O)CSc1ccc(-c2ccco2)nn1 returned PAFAH1B3 inh -1, LYPLA2 counter 5, ZTA DNA inh 20, PAD4 inh -4, EBNA-1 inhibitor 5, GSTO1 counter 0, PREPL inhibitor -15, PAFAH2 FP inh 3 and LYPLA1 counter 1.
`Cc1ccccc1C1c2[nH]c3ccccc3c2C[C@H]2C(=O)N(C3CC3)CC(=O)N12` (stereo partly drawn) gave PAFAH1B3 inh 12, LYPLA2 counter 0, ZTA DNA inh -2, PAD4 inh 6, EBNA-1 inhibitor 9, GSTO1 counter 2, PREPL inhibitor 6, PAFAH2 FP inh 8 and LYPLA1 counter -3.
Screening COC(=O)c1ccc(C)c(NC(=O)CN(c2ccccc2)S(=O)(=O)N(C)C)c1 returned PAFAH1B3 inh 1, LYPLA2 counter -3, ZTA DNA inh 8, PAD4 inh -8, EBNA-1 inhibitor -6, GSTO1 counter -10, PREPL inhibitor 2, PAFAH2 FP inh 4 and LYPLA1 counter 1.
`O=C(O)c1cccc(N/N=C/c2cccs2)c1` gave PAFAH1B3 inh 4, LYPLA2 counter 2, ZTA DNA inh 2, PAD4 inh 2, EBNA-1 inhibitor 14, GSTO1 counter 4, PREPL inhibitor 2, PAFAH2 FP inh -1 and LYPLA1 counter -1.
`Cc1ccc(S(=O)(=O)Nc2ccc(N3CCOCC3)cc2)cc1C` gave PAFAH1B3 inh -3, LYPLA2 counter -2, ZTA DNA inh -16, PAD4 inh 2, EBNA-1 inhibitor -10, GSTO1 counter 11, PREPL inhibitor 4, PAFAH2 FP inh -5 and LYPLA1 counter 1.
Screening COc1ccccc1N1C(=O)c2ccccc2NC1c1cc(OC)c(OC)c(OC)c1 (stereo not drawn) returned PAFAH1B3 inh 7, LYPLA2 counter -3, ZTA DNA inh 5, PAD4 inh -1, EBNA-1 inhibitor 4, GSTO1 counter 2, PREPL inhibitor 2, PAFAH2 FP inh -5 and LYPLA1 counter -1.
Screening Cc1cc(C)cc(N(CC(=O)NC2CCCC2)S(=O)(=O)c2c(C)[nH]c(=O)[nH]c2=O)c1 returned PAFAH1B3 inh 1, LYPLA2 counter 7, ZTA DNA inh -10, PAD4 inh 1, EBNA-1 inhibitor 5, GSTO1 counter 6, PREPL inhibitor -6, PAFAH2 FP inh 1 and LYPLA1 counter 2.
`Cc1c(NC(=O)C(C)OC(=O)c2cccc(S(=O)(=O)N3CCOCC3)c2)c(=O)n(-c2ccccc2)n1C` (stereo not drawn) gave LYPLA2 counter 2, ZTA DNA inh -6, PAD4 inh 2, EBNA-1 inhibitor 0, GSTO1 counter 8, PREPL inhibitor 13 and LYPLA1 counter 3.
CCNC(=S)NNC(=O)C(c1ccccc1)c1ccccc1 was read as PAFAH1B3 inh -2, LYPLA2 counter 1, ZTA DNA inh -10, PAD4 inh 4, EBNA-1 inhibitor -8, GSTO1 counter -4, PREPL inhibitor 4, PAFAH2 FP inh 0 and LYPLA1 counter -1.

2 compounds drawn at random from those above, as already listed:
Screening C=CC[C@@H](CC(=O)NCCO)C(=O)NC[C@H](OC(=O)[C@@H](CC=C)CC(=O)OC(C)(C)C)c1ccccc1 returned PAFAH1B3 inh -2, PAD4 inh 1, PREPL inhibitor 6 and PAFAH2 FP inh -2.
`Cc1c(NC(=O)C(C)OC(=O)c2cccc(S(=O)(=O)N3CCOCC3)c2)c(=O)n(-c2ccccc2)n1C` (stereo not drawn) gave LYPLA2 counter 2, ZTA DNA inh -6, PAD4 inh 2, EBNA-1 inhibitor 0, GSTO1 counter 8, PREPL inhibitor 13 and LYPLA1 counter 3.

Further compounds follow.
CC(C)(C)C(=O)Nc1sc2c(c1C#N)CCC2 was read as PAFAH1B3 inh 3, LYPLA2 counter 1, ZTA DNA inh -5, PAD4 inh -3, EBNA-1 inhibitor -15, GSTO1 counter 2, PREPL inhibitor 0, PAFAH2 FP inh 1 and LYPLA1 counter -3.
O=C(Nc1ccccc1)Nc1cccc2cccnc12 was read as PAFAH1B3 inh 2, LYPLA2 counter -10, ZTA DNA inh -5, PAD4 inh -2, EBNA-1 inhibitor 0, GSTO1 counter -13, PREPL inhibitor 13, PAFAH2 FP inh -5 and LYPLA1 counter -9.
Screening COCCn1c(-c2ccccc2)nc2c(c(=O)c3ccccc3n2C)c1=O returned LYPLA2 counter 3, ZTA DNA inh -9, PAD4 inh 0, EBNA-1 inhibitor -5, GSTO1 counter 0, PREPL inhibitor 9 and LYPLA1 counter -3.
Cc1nn2c(C)c(C(=O)Nc3ccccc3)cnc2c1-c1ccccc1 was read as PAFAH1B3 inh 11, LYPLA2 counter -1, ZTA DNA inh 6, PAD4 inh 1, EBNA-1 inhibitor 6, GSTO1 counter -9, PREPL inhibitor 12, PAFAH2 FP inh -12 and LYPLA1 counter -5.
For COc1ccc(C(=O)N/N=C\c2ccoc2)cc1 the results were PAFAH1B3 inh 5, LYPLA2 counter 2, ZTA DNA inh 11, PAD4 inh 1, EBNA-1 inhibitor -4, GSTO1 counter 5, PREPL inhibitor -7, PAFAH2 FP inh 0 and LYPLA1 counter 1.
Screening CCCOc1ccc(C2C(C#N)=C(N)Oc3nc[nH]c(=O)c32)cc1OC (stereo not drawn) returned PAFAH1B3 inh 3, LYPLA2 counter 10, ZTA DNA inh 11, PAD4 inh 0, EBNA-1 inhibitor -1, GSTO1 counter -7, PREPL inhibitor -5, PAFAH2 FP inh -2 and LYPLA1 counter 3.
Cc1nnc(OCC(=O)NCCC2=CCCCC2)c2ccccc12 was read as PAFAH1B3 inh -3, LYPLA2 counter 1, ZTA DNA inh -6, PAD4 inh -6, EBNA-1 inhibitor -1, GSTO1 counter 6, PREPL inhibitor 9, PAFAH2 FP inh 11 and LYPLA1 counter 2.
For COc1ccc2c(CC(=O)OCC(=O)N3CCc4ccccc43)coc2c1 the results were PAFAH1B3 inh 10, LYPLA2 counter 0, ZTA DNA inh -1, PAD4 inh -3, EBNA-1 inhibitor 13, GSTO1 counter 3, PREPL inhibitor -1, PAFAH2 FP inh 9 and LYPLA1 counter 4.
Screening CC1CCN(CCCCOc2cccc(Br)c2)CC1 returned PAFAH1B3 inh -5, LYPLA2 counter 3, ZTA DNA inh 6, PAD4 inh -1, EBNA-1 inhibitor -3, GSTO1 counter 0, PREPL inhibitor 10, PAFAH2 FP inh -5 and LYPLA1 counter 3.
Cc1ccccc1NC(=O)NNC(=O)OC(C)(C)C was read as PAFAH1B3 inh 5, LYPLA2 counter 5, ZTA DNA inh -16, PAD4 inh 0, EBNA-1 inhibitor 1, GSTO1 counter 4, PREPL inhibitor 7, PAFAH2 FP inh 1 and LYPLA1 counter 2.
O=C(NCc1ccc(Cl)cc1)c1ccc(CNc2c(N3CCCC3)c(=O)c2=O)cc1 was read as PAFAH1B3 inh 6, LYPLA2 counter 9, ZTA DNA inh -5, PAD4 inh -5, EBNA-1 inhibitor -10, GSTO1 counter 2, PREPL inhibitor 9, PAFAH2 FP inh 1 and LYPLA1 counter -2.
O=C(CSc1nc2nc3c(cc2c(=O)n1-c1ccccc1)CCCC3)Nc1cccc2ccccc12 was read as PAFAH1B3 inh 2, LYPLA2 counter -18, ZTA DNA inh 16, PAD4 inh 0, EBNA-1 inhibitor 9, GSTO1 counter -4, PREPL inhibitor -2, PAFAH2 FP inh -7 and LYPLA1 counter -6.
Screening COc1ccc(NS(=O)(=O)c2ccc(N/N=C(\C)c3ccncc3)c([N+](=O)[O-])c2)cc1 returned PAFAH1B3 inh 17, LYPLA2 counter 10, ZTA DNA inh -30, PAD4 inh 4, EBNA-1 inhibitor -6, GSTO1 counter -55, PREPL inhibitor 58*, PAFAH2 FP inh 0 and LYPLA1 counter -2.
For CN1CCn2c1nc(N1CCCCC1)nc2=O the results were PAFAH1B3 inh 10, LYPLA2 counter 6, ZTA DNA inh -11, PAD4 inh 0, EBNA-1 inhibitor 0, GSTO1 counter 4, PREPL inhibitor 7, PAFAH2 FP inh -2 and LYPLA1 counter 1.
`COCC(=O)Nc1ccc2c(c1)OCC(=O)N2Cc1ccccc1F` gave PAFAH1B3 inh -2, LYPLA2 counter -3, ZTA DNA inh 2, PAD4 inh -4, EBNA-1 inhibitor 6, GSTO1 counter 4, PREPL inhibitor -3, PAFAH2 FP inh 0 and LYPLA1 counter 3.
Screening CCN(CC)C(=O)CN(c1cccc(C(F)(F)F)c1)S(C)(=O)=O returned PAFAH1B3 inh 2, LYPLA2 counter 6, ZTA DNA inh -3, PAD4 inh 3, EBNA-1 inhibitor 1, GSTO1 counter 0, PREPL inhibitor -8, PAFAH2 FP inh 0 and LYPLA1 counter 1.
For CC1(C)Cc2c(sc(/N=C/N3CCCC3)c2C#N)C(C)(C)N1 the results were PAFAH1B3 inh 11, LYPLA2 counter 5, ZTA DNA inh 15, PAD4 inh 1, EBNA-1 inhibitor 2, GSTO1 counter 4, PREPL inhibitor 0, PAFAH2 FP inh 1 and LYPLA1 counter -2.
COC(=O)c1[nH]nc(-c2ccccc2)c1-c1ccccc1 was read as PAFAH1B3 inh 7, LYPLA2 counter 3, ZTA DNA inh 9, PAD4 inh -4, EBNA-1 inhibitor 3, GSTO1 counter 2, PREPL inhibitor 3, PAFAH2 FP inh -2 and LYPLA1 counter -1.
`Cn1c(=S)[nH]c2[nH]c(=O)cnc2c1=O` gave PAFAH1B3 inh 12, LYPLA2 counter 0, ZTA DNA inh 9, PAD4 inh -1, EBNA-1 inhibitor 5, GSTO1 counter 3, PREPL inhibitor -6, PAFAH2 FP inh -1 and LYPLA1 counter 3.
Screening O=c1[nH]ncn1-c1ccccc1C(F)(F)F returned PAFAH1B3 inh 15, LYPLA2 counter 0, ZTA DNA inh 5, PAD4 inh 2, EBNA-1 inhibitor 20, GSTO1 counter -2, PREPL inhibitor 4, PAFAH2 FP inh 10 and LYPLA1 counter 0.
For Cc1ccc2oc(=O)n(Cc3ccc(OC(C)C)cc3)c2c1 the results were PAFAH1B3 inh 9, LYPLA2 counter 2, ZTA DNA inh -27, PAD4 inh -4, EBNA-1 inhibitor -4, GSTO1 counter -2, PREPL inhibitor -3, PAFAH2 FP inh 0 and LYPLA1 counter -2.
For COc1ccc(OC(=O)CCc2c[nH]c3ccccc23)cc1 the results were PAFAH1B3 inh -5, LYPLA2 counter 10, ZTA DNA inh -4, PAD4 inh 1, EBNA-1 inhibitor 10, GSTO1 counter 6, PREPL inhibitor -22, PAFAH2 FP inh -6 and LYPLA1 counter 6.

Screening results as filed in PubChem BioAssay.

A portion of the library. The share of hits here may be higher or lower than overall.
